# sdo1 growth: compounds rescuing growth of sdo1-depleted yeast, bone marrow failure model | S. cerevisiae sdo1-depleted JHY4D growth rescue, OD600 30 h; stronger effect = higher value; pdr5 snq2 efflux-pump mutant strain | 140,000 tested, 0.21% active | z-score at 10 µM;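 active = z-score above 3 at both the 24 hr and the 30 hr optical density reads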;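 note: z-score against mean and SD of all compound wells on the same plate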
# Insulin prom inh: TRM-6 insulin promoter activity inhibition; TRM-6 cells (human fetal islet line), insulin promoter-eGFP reporter, imaging; reporter expression induced with tamoxifen; inhibition, % at 2 µM; 130,000 tested, 0.9% active; AID 1273;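 active = inhibition above the mean plus 3 SD, with well images judged a real hit on visual review, cut at about 60% in these data, passing the limit was not always enough; inconclusive = inhibition over the cutoff but images rejected on review; inactive = inhibition not above the cutoff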
# sdo1 growth Rescue 24 h: also measured in sdo1 growth; calls as there; z-score; S. cerevisiae sdo1-depleted JHY4D growth rescue, OD600; measured here: growth rescue at 24 h;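 0 is the plate mean of compound wells and units are plate SD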
# * hit, by the source's call; ? = inconclusive; . = no result given.
SMILES,sdo1 growth,sdo1 growth Rescue 24 h,Insulin prom inh
CCOC(=O)Cn1nnc(-c2cccc(OC)c2)n1,0.14,0.44,.
C=CCOc1ccccc1/C=C/C(=O)O,0.08,-0.01,33
O=C(COc1ccc(S(=O)(=O)NC2CCCCC2)cc1)N1CCN(c2ccc(F)cc2)CC1,0.19,0.87,.
Cc1cccc(C)c1NC(=O)C(c1ccccc1)N1CCN(C(=O)c2ccco2)CC1 (configuration not stated),0.05,-0.44,-17
CCC(C)[C@H](NC(=O)Nc1cccc(Br)c1)C(=O)OC (some centres not stated),-0.21,0.35,.
CCCCCCS(=O)Cc1ccccc1 (configuration not stated),0.54,0.18,8
CC(C)(Cc1ccc(O)cc1)NC(=O)CC(=O)N/N=C/c1ccc([N+](=O)[O-])cc1,.,.,-58
O=C(c1ccc([N+](=O)[O-])s1)N1CCN(c2cccc(Cl)c2)CC1,-1.1,-1.7,.
CC1CC(C)CN(C(=O)CSc2ccsc2[N+](=O)[O-])C1 (configuration not stated),.,.,0
CNC(=S)NCc1ccc2[nH]c3c(c2c1)CCCC3,.,.,-42
Cc1ccc(/C=N/NC(=O)CNC(=O)c2cccs2)o1,.,.,-71
CC(C(=O)O)N1C(=O)C2C3CC(C2C1=O)C1C(c2ccccc2)c2sc(=O)[nH]c2SC31 (configuration not stated),0.6,-0.3,-24
COc1ccc(CNC(=O)c2ccc(-c3ccccc3)cc2)cc1,-0.67,-0.39,27
COc1ccc(S(=O)(=O)Nc2ccc3c(c2)OCO3)cc1C,-1,-0.13,86*
CN(CCC#N)C(=O)CSc1nc2scc(-c3ccccc3)c2c(=O)[nH]1,0.07,-0.4,54
COc1cccc(N2CCN(Cc3nc(N)nc(Nc4ccccc4)n3)CC2)c1,-0.63,-0.36,-5
CC(=O)NCCCC(=O)NC(CCC(=O)OCc1ccccc1)C(=O)OCc1ccccc1 (configuration not stated),.,.,-7
CCC(=O)Nc1ccc2nc(SCC(=O)N3CCCC3)sc2c1,1.2,0.52,-26
COc1cc(C(=O)Oc2cccc(C)c2)cc(OC)c1OC,-0.44,-0.81,-43
O=C(Nc1ccc(F)cc1)C1CCCCC1,0.47,0.35,-32
CC(C)OCc1c(C(=O)Nc2nccs2)oc2ccccc12,.,.,-58
COc1ccccc1NC(=O)c1ccc(N)cc1,0.1,-0.49,.
CSc1nnc2c(n1)OC=Nc1ccccc1-2,0.37,0.43,-323
Cc1c(Cl)cccc1NCC(=O)Nc1ccc(Cl)cc1F,-1.7,-2,.
Cc1ccc(S(=O)(=O)N2CCCCC2)cc1NC(=O)c1ccc2c(c1)OCO2,-0.37,-0.69,.
Cc1ccc(N2C(=O)CC(c3c[nH]c4ccccc34)C2=O)cc1 (configuration not stated),.,.,44
NC(=O)c1ccsc1NC(=O)COc1ccccc1,-0.55,-1.2,29
O=C1c2ccccc2C(=O)N1CCCCN(C(=O)c1cc2ccccc2oc1=O)c1ccc(Cl)cc1,-0.35,0.72,-19
O=C(O)c1ccccc1Nc1ccc([N+](=O)[O-])cc1,-0.63,-0.88,16
CC(=O)N1C2CCCCC2S[C@H]2CCCCC21 (some centres not stated),-0.26,-0.64,-200
CC(=O)NC1C2CN3CCN(C2)CC1(Cc1ccccc1)C3 (configuration not stated),0.18,0.5,6
S=C(Nc1ccc2c(c1)OCO2)Nc1ccc2c(c1)OCO2,-0.31,-0.27,-56
CCc1nc(NCCN2CCOCC2)c2oc3ccccc3c2n1,-0.37,-0.6,85*
Cc1nc(Cl)c2c(n1)NC1=C(O2)C(=O)CCC1,1.4,1.9,.
O=C(NCc1cccs1)C1CCCN1C(=O)Nc1ccccc1 (configuration not stated),0.91,0.42,.
O=S(c1ccc2ccccc2c1)c1cnns1 (configuration not stated),-0.25,-0.55,33
CC(C)c1nnc(NC(=O)C2CCCN2C(=O)Nc2ccccc2[N+](=O)[O-])s1 (configuration not stated),.,.,?
O=C(Cn1cnc2c(nnn2Cc2ccccc2)c1=O)N1CCCc2ccccc21,-0.26,-0.51,.
COc1ccccc1CN(C(=O)c1ccco1)C(C(=O)NC1CCCC1)c1ccncc1 (configuration not stated),-0.75,-1.2,.
O=C(Nc1nc(-c2cccc([N+](=O)[O-])c2)cs1)C(c1ccccc1)c1ccccc1,-1.4,-0.99,26
COc1ccc(OC)c(NC(=O)Nc2cc(NC(=O)Nc3cc(OC)ccc3OC)c(C)nc2C)c1,-0.98,0.05,50
COc1cc(C(=O)N2CCC(c3nc(-c4cccnc4)no3)CC2)cc(OC)c1OC,0.36,0.77,-3
O=C(CSc1n[nH]c(-c2ccccc2)n1)c1ccc(O)c(O)c1,1.4,1.6,.
COc1cc(SC)ccc1C(=O)OC1CCOC1=O (configuration not stated),0.47,-0.31,35
O=C(NCC1CCCO1)c1cc(C(=O)C2CC2)c[nH]1 (configuration not stated),-0.73,-1.4,-28
O=C(Cc1c[nH]c2ccccc12)NNC(=O)c1ccccc1,1.2,1.2,.
Cc1ccc(-c2c3c(=O)n(C)c(=O)n(C)c3cn2Cc2ccccc2)cc1,-0.77,-1,42
Cc1cccc(NC(=O)NNC(=O)c2nn(C)cc2Br)c1,1.4,1.7,-6
c1ccc(-c2nc(N3CCNCC3)nc3ccccc23)cc1,-0.77,-0.99,-66
CC(=O)Nc1c(O)nc(SCC(=O)Nc2sc3c(c2C#N)CCCCCC3)[nH]c1=O,0.29,-0.2,.

# Whole records from above. Values in the order: sdo1 growth | sdo1 growth Rescue 24 h | Insulin prom inh
# Cc1ccc(-c2c3c(=O)n(C)c(=O)n(C)c3cn2Cc2ccccc2)cc1 across the screens: -0.77 | -1 | 42
# CC(=O)Nc1c(O)nc(SCC(=O)Nc2sc3c(c2C#N)CCCCCC3)[nH]c1=O across the screens: 0.29 | -0.2 | .
# O=C(NCC1CCCO1)c1cc(C(=O)C2CC2)c[nH]1 (configuration not stated) across the screens: -0.73 | -1.4 | -28
# O=C(Cc1c[nH]c2ccccc12)NNC(=O)c1ccccc1 across the screens: 1.2 | 1.2 | .

# New compounds follow:
SMILES,sdo1 growth,sdo1 growth Rescue 24 h,Insulin prom inh
COc1ccc(CCNC(=O)C/C(C)=N/NC(=O)C2CCCCC2)cc1OC,0.57,0.65,.
Cc1ccc(S(=O)(=O)N2CCC(C(=O)N3CCC[C@H]3C(=O)NCc3ccccc3)CC2)cc1,1.4,1.5,-34
O=C(NCCOC(=O)c1ccc(Cl)cc1)c1cccnc1,0.98,-1.4,-33
CN(c1ccccc1)c1ccc(/C=N/NC(=O)CC#N)cc1,-0.99,-1.4,4
COc1ccc2c(c1)CCc1cc(C(=O)N3CCN(c4ccc(N5CCOCC5)nn4)CC3)sc1-2,-0.41,-0.19,.
CCOc1ncccc1C(=O)N(C)CC(=O)Nc1ccc(C)cc1,-0.11,-0.68,12
CC(C)CCn1nnnc1C(C(C)C)N1CCC(C(N)=O)CC1 (configuration not stated),-0.15,-0.02,-452
O=C1CC(N2CCOCC2)C(=O)N1CCN1C(=O)CC(N2CCOCC2)C1=O (configuration not stated),-0.04,-0.27,-9
CCN(CC)S(=O)(=O)c1ccc(C(=O)Oc2coc(CSc3nc(C)cc(C)n3)cc2=O)cc1,-0.54,-0.63,25
CCOC(=O)N1CCN(CCC(=O)Nc2ccc(OC)cc2OC)CC1,-0.36,-0.65,0

# Rewritten with the structure last: 4 of the compounds above.
sdo1 growth | sdo1 growth Rescue 24 h | Insulin prom inh | Molecule
0.98 | -1.4 | -33 | O=C(NCCOC(=O)c1ccc(Cl)cc1)c1cccnc1
-0.99 | -1.4 | 4 | CN(c1ccccc1)c1ccc(/C=N/NC(=O)CC#N)cc1
-0.41 | -0.19 | . | COc1ccc2c(c1)CCc1cc(C(=O)N3CCN(c4ccc(N5CCOCC5)nn4)CC3)sc1-2
-0.11 | -0.68 | 12 | CCOc1ncccc1C(=O)N(C)CC(=O)Nc1ccc(C)cc1

# (next part)
SMILES,sdo1 growth,sdo1 growth Rescue 24 h,Insulin prom inh
Cc1ccn2cc(CCNS(=O)(=O)c3ccc4c(c3)CCCC4)nc2c1,-0.27,1.1,-52
O=C(Nc1ccccc1)c1cccc(N2C(=O)CCC2=O)c1,1.8,1.6,44
Cc1ccc(-c2c(C(=O)NCc3ccccc3)oc(=O)c3ccccc23)cc1,-1.3,0.02,-7
CCOC(=O)CN(C(=O)CN1CCC(n2nnc3cc(C)ccc32)CC1)c1ccccc1,-0.02,0.18,-10
CN(C(=O)CSCC(=O)O)C1CCCCC1,0.72,0.42,-32
O=C(CCc1ccccc1)Nc1nnc(-c2ccc3c(c2)CCCC3)o1,-2,-1.4,.
CCOn1c(=O)c(-c2ccc(OC)cc2)[n+]([O-])c2ccccc21,-0.65,-0.37,.
COc1ccc(OCC(=O)Nc2ccccc2OC)cc1,-0.09,-1.2,.
CN1CCN(NC(=O)C23CC4CC(CC(C4)C2)C3)CC1,0.12,-0.52,-6
COc1cccc(NC(=S)N/N=C2/CCCCc3ccccc32)c1,-0.56,-0.2,.
CCCCn1c(-c2csc3c2CCC(C)C3)n[nH]c1=S (configuration not stated),-2,-1.9,-20
O=C(CSc1nnc(-c2cccnc2)n1Cc1ccccc1)N1CCOCC1,-0.21,-1.4,3
CCC1(c2ccccc2)NC(=O)N(CC(=O)Nc2cccc(C#N)c2)C1=O (configuration not stated),0.86,1.2,.
O=C(NCC(=O)N(Cc1cccs1)C(C(=O)NC1CCCCC1)c1ccco1)c1ccco1 (configuration not stated),0.28,-0.73,-203
CCc1ccc(NC(=O)COC(=O)c2ccc(Cl)c(S(=O)(=O)N3CCCCCC3)c2)cc1,0.03,0.3,-21
C=CCc1c(C)[nH]c2ccc(C)cc2c1=O,1.2,0.56,13
Cc1cccc(C(=O)Nc2ccccc2SCC(=O)Nc2ccc(C)c(Cl)c2)c1,-0.26,0.56,3
Cc1cc(C(=O)N/N=C/c2cc([N+](=O)[O-])cc(C)c2O)n[nH]1,0.89,0.25,.
CNC(=S)NNC(=O)Cc1ccc(OC)c(OC)c1,0.54,0.42,.
COC(=O)[C@@H]1C(c2ccccc2)(c2ccccc2)[C@@]1(C)C(=O)OC,0.08,0.22,.
COc1ccc(C(=O)CSc2nnc(-c3ccc(S(=O)(=O)N4CCOCC4)cc3)o2)cc1,0.16,2.4,29
CCC(C(=O)O/N=C(\N)c1ccc(Cl)cc1)c1ccccc1 (configuration not stated),-1.4,-0.64,-25
Cc1ccc2cc3c(NC(=O)CC(C)C)nn(C)c3nc2c1,0,0.12,-38
CCOC(=O)c1[nH]c2ccc(F)cc2c1NC(=O)Nc1ccccc1OC,-0.57,0.23,-43
CC(C)(C)C1CCc2c(C(=O)NNC(=O)CCC(=O)O)csc2C1 (configuration not stated),0.52,-0.28,7
COc1ccc(N2C(=O)CC(N3CCN(C(=O)c4ccco4)CC3)C2=O)cc1 (configuration not stated),.,.,-25
CCOC(=O)c1ccc(NC(=S)NN2CCN(C)CC2)cc1,.,.,-100
Cc1cc(C)n(-c2nc3c(c(=O)[nH]c(=O)n3C)n2CC(O)COc2ccc(Cl)cc2Cl)n1 (configuration not stated),0.56,1.2,-40
Cn1nc(C(F)(F)F)c(C(=O)Nc2ccc(F)cc2F)c1Sc1cccc(C(F)(F)F)c1,-0.22,-0.16,-67
COc1cccc(CNc2nc3ccccc3n2CCN2CCCCC2)c1,-0.87,-1.1,.
CCNC(=O)N1c2ccc(OCC)cc2C(C)=CC1(C)C,-0.58,-0.48,-286
CCC1CCCCN1C(=O)CSc1nnc(CNC(=O)COc2ccc(Cl)cc2)o1 (configuration not stated),0.79,1.5,-15
CC1=C(C)/C(=N/OC(=O)c2cccc([N+](=O)[O-])c2)C=CC1=O,-1.4,-0.61,52
CC(C)CCC(CC(C)O)c1n[nH]c(=S)n1-c1ccccc1 (configuration not stated),0.73,0.73,.
CCCNC(=O)c1c(C)cc(=O)oc1C,0.71,0.17,-20
CC(=O)N1CCC2(CC1)C(C#N)=C(N)OC1=C2C(=O)CC(C)(C)C1,-0.07,0.2,11
COc1ccc(NC(=O)Nc2cc3oc4ccccc4c3cc2OC)cc1,-1.2,0.28,.
CCOCC(=O)Nc1cc(C(=O)OC)ccc1C(=O)OC,-0.32,0.12,-11
O=C(O)CCc1nc(-c2cccs2)no1,1.3,-0.52,.
CC(=O)C1=C(C)NC(SCC(=O)c2ccccc2)=C(C#N)C1CC(C)C (configuration not stated),-1.1,-1.2,.
CC1CN(C2CCN(S(=O)(=O)Cc3ccccc3)CC2)CC(C)O1 (configuration not stated),-0.2,0.12,.
Cc1cc(Cl)ccc1OC(C)C(=O)Nc1ccccc1N1CCOCC1 (configuration not stated),-0.4,-0.17,.
O=C(Nc1ccc(S(=O)(=O)Nc2cnc3ccccc3n2)cc1)c1ccc(Br)o1,0.76,1.2,11
CC(C)CNC(=O)COC(=O)CCC(=O)c1ccc(F)cc1,0.13,-0.26,33
CCNC(=S)N1CCN(S(=O)(=O)c2ccc(C)cc2)CC1,.,.,44
COc1cc(C(=O)NCCc2ccc(F)cc2)c([N+](=O)[O-])cc1OC,-0.38,-0.14,-7
Cc1nnsc1C(=O)N/N=C/c1c(F)cccc1Cl,.,.,50
Cc1ccc(C(=O)NCCCc2ccccc2)s1,-0.54,-1.1,-24
Cn1c(CCCNC(=O)c2cccs2)nc2ccccc21,-0.05,-0.73,-30
CCN(C(=O)c1ccc2c(OC)n(CC)nc2c1)c1ccc(OC)cc1,0.22,0.27,.
CC(C)(C)NC(=O)c1cnn2c1NC(c1ccc(F)cc1)CC2C(F)(F)F (configuration not stated),-1.1,-0.77,.
Cc1ccc(Sc2c(C)nn(C(=O)c3cccc(S(=O)(=O)N4CCOCC4)c3)c2C)cc1,-0.28,0.04,3

# Source: PubChem BioAssay

# A portion of the library, so the mix of outcomes need not match the whole.
